Bioassay records from PubChem BioAssay.
CHX counter: Cycloheximide Counterscreen for Small Molecule Inhibitors of Shiga Toxin; cell reporter, cycloheximide protein synthesis inhibition counterscreen; max response, %; 300,000 compounds, 12% hits; AID 2314, 2010; in the data active means max response mostly above about 13%, no sharp cut-off; inactive means mostly below about 14%; further: read at 38.3 µM for the half of the compounds with a filed dose; 0% is about no effect
Pf growth 96h: Primary qHTS for delayed death inhibitors of the malarial parasite plastid, 96 hour incubation | P. falciparum luciferase reporter growth, 96 h | Potency, µM (series often up to 28.7 µM), inactives show at the top dose activity change, negative = inhibition, usual class: inhibitors | 320,000 compounds, 6.9% hits | AID 504834, 2011; further: potency means the concentration at half of the fitted maximal effect; on the % scale 0 is the no-effect control and ±100 the full control effect
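Luminescence readout: decreased luciferase signal marks inhibited growth of reporter-expressing P. falciparum in infected red cells (2% hematocrit, 0.05% parasitemia final), exposed to compound two generations (96 h, 37 C, 5% CO2).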
FBPA Giardia inh: qHTS Assay for Inhibitors of Fructose-1,6-bisphosphate Aldolase from Giardia Lamblia | A8B2U2 | purified Giardia FBPA | Potency, µM (doses to about 59.6 µM), without a hit: at the top dose activity, negative = inhibition, most hits filed as inhibitors | 290,000 compounds, 0.71% hits; further: potency means the concentration at half of the fitted maximal effect; on the % scale 0 is the no-effect control and ±100 the full control effect; nearly all actives have a fitted effect of over 55% in size
Target sequence (A8B2U2 whole entry, looked up): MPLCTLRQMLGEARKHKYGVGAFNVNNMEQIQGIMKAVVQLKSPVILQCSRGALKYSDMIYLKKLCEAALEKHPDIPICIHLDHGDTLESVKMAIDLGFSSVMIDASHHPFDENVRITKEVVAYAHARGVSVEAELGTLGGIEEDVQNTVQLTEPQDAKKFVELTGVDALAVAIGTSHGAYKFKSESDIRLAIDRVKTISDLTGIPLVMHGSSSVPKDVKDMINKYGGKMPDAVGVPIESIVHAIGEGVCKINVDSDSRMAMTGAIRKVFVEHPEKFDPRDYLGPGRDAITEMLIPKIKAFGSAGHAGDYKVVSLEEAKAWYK
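40 nM FBPA preincubated 10 min at RT with compound (up to 57.5 uM final), then substrate plus GAPDH/TPI/NAD/arsenate coupling and diaphorase/resazurin added. Fluorescence read after 20 min at RT, 525/598 nm.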
Pf growth 48h: Primary qHTS for delayed death inhibitors of the malarial parasite plastid, 48 hour incubation. P. falciparum luciferase growth in erythrocytes, 48 h. Potency, µM (highest dose often 28.7 µM), inactives show top-dose activity change, negative = inhibition, usual class: inhibitors. 310,000 compounds, 5.9% hits; further: potency means the concentration at half of the fitted maximal effect; on the % scale 0 is the no-effect control and ±100 the full control effect
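First compound was added to culture medium, then infected red cells at 0.1% parasitemia and 2% hematocrit (final). After incubation at 37 C under 5% CO2, luciferase detection reagent was dispensed and light output recorded.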
Shiga inhibitor: A qHTS for Small Molecule Inhibitors of Shiga Toxin; 290,000 compounds, 9.2% hits; inhibition, % at 38.7 µM; Vero cells, Shiga toxin protein synthesis inhibition reporter; in the data active means inhibition mostly above about 28%, no sharp cut-off; inactive means mostly below about 43%; further: 0% is about no effect
Sm TGR block: qHTS Assay for the Inhibitors of Schistosoma Mansoni Peroxiredoxins; purified TGR, DTNB reduction, TNB absorbance 405 nm; Potency, µM (titrated, usually from 114 µM), without a hit: at the top dose activity change, negative = inhibition, usual class: inhibitors; 360,000 compounds, 3% hits; AID 485364, 2010; further: potency means the concentration at half of the fitted maximal effect; on the % scale 0 is the no-effect control and ±100 the full control effect; nearly all actives have a fitted effect of over 60% in size
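TGR 20 nM + NADPH 100 uM (dispensed conc.), cpd preinc 15 min RT; start with NADPH (500 uM addition) then DTNB (15 mM addition). Kinetic TNB absorbance, 405 nm filter. Four-parameter Hill fit across titration.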
Starred values were filed as active, the others as inactive; u = inconclusive; x = no result given; [ ] = another dose, or the depositor's remark. Unless noted, the call rests on the fitted dose curve; in most records, active means well fitted curve in the direction sought with a large enough effect; inconclusive means small, poorly fitted or top-dose-only effect, or another doubt; inactive means no such curve, though single readings can be large; an effect the other way counts as inactive or inconclusive. Compounds as they come. Share with any hit: about 24%.

SMILES	CHX counter	Pf growth 96h	FBPA Giardia inh	Pf growth 48h	Shiga inhibitor	Sm TGR block
O=C(Nc1ccccc1)C1CC2CCC1C2 (configuration not stated)	12	4%	8%	-16%	22	7%
O=[N+]([O-])c1ccc(N2CCCCC2)cc1	27*	27%	0%	34%[activator]	45	5%
COc1ccc(OC)c(CNC(=O)CCNC(=O)Cn2ccc3ccccc3c2=O)c1	1	-14%	1%	7%	6	4%
COCCCNC(=O)C(Cc1ccccc1)NS(=O)(=O)c1ccc2c(c1)c(=O)n(C)c(=O)n2C (configuration not stated)	-3	u	9%	-2%	9	0%
COC(=O)c1ccc(NS(=O)(=O)c2ccc(Cl)cc2)o1	9	u	-2%	-3%	-6	u
COC1=CC(=O)CC(C)C12Oc1cc(OC)cc(OC)c1C2=O (configuration not stated)	-2	u	-6%	-15%	1	1%
CCC(C)(C)n1nnnc1C(c1cc2ccc(OC)cc2[nH]c1=O)N1CCc2ccccc2C1 (configuration not stated)	-3	x	-29%	u	-9	u
COc1cc(C(NC(C)=O)NC(C)=O)ccc1OCc1ccccc1	-3	0%	4%	-1%	-13	-5%
O=c1c2c(nc(NCCO)n1CC1CCCCC1)-c1ccccc1CC21CCCC1	-2	u	1%	x	-15	8%
O=C(COC(=O)c1ccc(S(=O)(=O)NCc2ccco2)cc1)NCC1CCCCC1	-4	x	4%	18%	-11	-3%
COCCNC(=O)c1ccc2c(Cl)c3c(nc2c1)CCC3	46*	23%	-2%	110%[activator]	77*	-1%
O=C(NC(=S)N1CCCC1)c1ccccc1Cl	0	-22%	x	16%	-16	-12%
Cc1ccc(SCc2nc3ccccc3[nH]2)cc1	45*	36%[activator]	0%	65%[activator]	130*	-4%
COc1ccc(-c2sc3ccc(OC)cc3c2-c2ccc(OC)c(F)c2)cc1	x	-15%	x	u	x	4%
Cn1c(=O)oc2cc(S(=O)(=O)N3CCc4ccccc4C3)ccc21	-5	-2%	11%	x	-4	-8%
Cc1nc2cc(NC(=O)c3ccc(Br)s3)ccc2s1	63*	243%[activator]	x	212%[activator]	117*	-24%
COCCNCC(=O)NC12CC3CC(CC(C3)C1)C2	-1	-2%	-3%	x	6	0%
Cc1cc(C)c(CN2CCC(CO)(CCOc3ccccc3)CC2)cc1C	0	0%	0%	6.6µM*	-17	-7%
COc1ccc(S(=O)(=O)NCc2cccnc2)cc1OC	-4	u	3%	1%	-4	3%
Cc1ccc(C2(c3ccccc3)NC(=O)N(CC(=O)NCc3ccccc3)C2=O)cc1C (configuration not stated)	x	u	x	u	x	0%
Cc1cnc(C(=O)OCC(=O)c2ccc(F)cc2)cn1	5	0%	x	6%	-28	11%
CCCn1c(SCC(=O)NC2CCCCC2)nnc1-c1ccccn1	-4	7%	-2%	14%	-23	4%
CCN(CC(=O)Nc1ccc2c(c1)CCC2)Cc1nc2ccccc2c(=O)[nH]1	9	-24%	-21%	-16%	55*	50µM*
COC(=O)c1sc(N)c(C(=O)OC)c1COC(=O)C1CC(=O)N(Cc2ccco2)C1 (configuration not stated)	3	-10%	9%	u	7	u
CCN1CCN(C(=O)c2cc3nc(-c4ccccc4)cc(C(F)(F)F)n3n2)CC1	4	182%[activator]	2%	-11%	6	3%
O=C(c1nn2c(C(F)(F)F)cc(-c3ccccc3)nc2c1Cl)N1CCOCC1	-6	-2%	8%	u	-21	0%
COc1ccc(S(=O)(=O)NNC(=O)C23CC4CC(CC(C4)C2)C3)cc1[N+](=O)[O-]	x	-2%	x	19%	x	-17%
CN1C(=O)C(=O)/C(=C(/O)c2ccccc2)C1c1ccccc1 (configuration not stated)	-3	36%[activator]	-8%	-7%	2	9%
CSc1nsc(SC)c1C(=O)NC(=O)Nc1cccnc1	1	2%	-3%	8%	-2	8%
Cc1cccc(C(=O)OC(C)C(=O)Nc2ccc(S(=O)(=O)N3CCCC3)cc2)c1O (configuration not stated)	x	u	x	u	x	2%
Cc1nnc(SCC(=O)NC(C)(C)C)n1NCc1ccc(N(C)C)cc1	-2	8%	10%	-8%	-4	-6%
O=C(CO/N=C/c1ccc(Cl)cc1Cl)NNC(=O)c1ccc(Cl)cc1Cl	1	22%	13%	2%	-3	33%
COCCn1c(=NC(=O)CSCC(=O)NC2CCCCC2)sc2cc(OC)ccc21	16	-14%	-3%	u	23	2%
COc1cccc(CNC(=O)CSC(=S)N2CCCC2)c1	x	14%	x	-1%	x	-1%
COc1ccc(C2(NC(C)=O)CCN(C(=O)CCC(=O)O)CC2)cc1	-7	9%	0%	x	-10	2%
COc1cccc(CNC(=O)C2Cc3ccccc3CN2C(C)=O)c1 (configuration not stated)	-5	-14%	7%	-20%	5	7%
COc1ccccc1NC(=O)Cn1ccn(-c2cccc3ccccc23)c(=O)c1=O	x	-3%	x	u	x	-4%
CCCC(C(=O)Nc1ccc2c(C)cc(=O)oc2c1)c1ccccc1 (configuration not stated)	-1	u	x	0%	-22	-11%
CCN(CC)C(=O)Cn1cc(C(=O)C(=O)NCc2cccnc2)c2ccccc21	-6	40%[activator]	1%	17%	31	6%
COc1ccc(C(=O)c2ccc(N3CCN(C4CC(=O)NC4=O)CC3)cc2)cc1F (configuration not stated)	2	-12%	2%	u	-24	-12%
COc1ccccc1CN1CC(C(=O)N(C)CCOc2ccccc2)CCC1=O (configuration not stated)	19	u	-1%	0%	6	-5%
CCn1nc(C(=O)NNC(=O)COc2ccccc2C)c2ccccc2c1=O	-6	24%	7%	3%	0	-1%
NC(=O)c1cccc(CS(=O)(=O)c2ccc(Cl)cc2)c1	-2	-1%	-6%	10%	-8	12%
COc1ccc(C(=O)n2cnc3ccccc32)cc1[N+](=O)[O-]	-2	u	1%	34%[activator]	-17	4%
O=S(=O)(c1ccc(S(=O)(=O)N2CCC3(CC2)OCCO3)cc1)N1CCCC1	-4	21%	-3%	u	-2	0%
O=C(NC1CCCC1)C(c1ccncc1)N(C(=O)Cc1cccs1)c1cccc(F)c1 (configuration not stated)	-6	2%	x	13%	1	7%
Nc1nc(N2CCOCC2)nc(N(c2ccccc2)c2ccccc2)n1	-4	u	0%	x	-4	-5%
COC(=O)CSc1ncc(OC)c(OC)n1	-6	u	3%	-5%	-9	6%
O=C(NCC1CCCO1)c1ccc(F)c2ccccc12 (configuration not stated)	3	20%	-1%	29%	-5	-10%
O=C(NCc1ccc2c(c1)OCO2)c1ccccn1	20*	37%[activator]	6%	62%[activator]	-6	-8%
c1cncc(CSc2ccc(-c3cccnc3)nn2)c1	16	-10%	-3%	36%[activator]	67*	-5%
CCc1ccc2[nH]c(=O)c(C(c3nnnn3CCOC)N3CCN(c4ccccc4F)CC3)cc2c1 (configuration not stated)	6	-9%	u	u	18	u
CCS(CC)=NS(=O)(=O)c1ccc(NC(C)=O)cc1	2	104%[activator]	-1%	46%[activator]	-22	-2%
CN(C)c1ccc(/C=C/c2ccncc2)cc1	32*	-7%	-8%	25%	68*	-12%
COc1ccc(CCNc2nc3ccccc3n3cnnc23)cc1OC	2	1%	1%	-9%	7	4%
CC(=O)N1CCN(c2ccc(Nc3ncnc4c3oc3ccccc34)cc2)CC1	43*	u	-17%	-21%	128	0%
C/C(=N/NC(=O)C1CC1(c1ccccc1)c1ccccc1)c1cccs1 (configuration not stated)	-1	u	6%	u	-1	-8%
COCCn1nnnc1SCC(=O)N1CCCCC1	-1	0%	1%	-1%	3	1%
CCOC(=O)c1cnc(SCc2cccc3ccccc23)nc1N	4	4.7µM*	-4%	x	-10	-9%
Cc1nnc(NC(=O)c2ccc(N3CCCC3=O)cc2)s1	x	51%[activator]	x	48%[activator]	x	-11%

Among those listed so far, these have an NH in an aromatic ring.
SMILES	CHX counter	Pf growth 96h	FBPA Giardia inh	Pf growth 48h	Shiga inhibitor	Sm TGR block
CCC(C)(C)n1nnnc1C(c1cc2ccc(OC)cc2[nH]c1=O)N1CCc2ccccc2C1 (configuration not stated)	-3	x	-29%	u	-9	u
Cc1ccc(SCc2nc3ccccc3[nH]2)cc1	45*	36%[activator]	0%	65%[activator]	130*	-4%
CCN(CC(=O)Nc1ccc2c(c1)CCC2)Cc1nc2ccccc2c(=O)[nH]1	9	-24%	-21%	-16%	55*	50µM*
CCc1ccc2[nH]c(=O)c(C(c3nnnn3CCOC)N3CCN(c4ccccc4F)CC3)cc2c1 (configuration not stated)	6	-9%	u	u	18	u

Continuation:
SMILES	CHX counter	Pf growth 96h	FBPA Giardia inh	Pf growth 48h	Shiga inhibitor	Sm TGR block
CCCCN(CC)CCNC(=S)Nc1ccc2nc(N3CCN(C)CC3)cc(C)c2c1	-7	u	-8%	1.7µM*	-6	12%
COc1ccc(-c2csc(NC(=S)NC(=O)c3ccc(S(=O)(=O)N(C)C)cc3)n2)cc1OC	3	u	x	13µM*	5	-26%
O=C(Nc1ccc2[nH]ncc2c1)c1cccc(F)c1	29*	60%[activator]	-1%	56%[activator]	65*	-19%
C=CCn1c(-c2ccc(N)cc2)nc2ccccc21	17	116%[activator]	-3%	x	50*	-7%
COc1ccc(NC(=O)CSc2nc(SC)ns2)cc1	19*	2%	x	118%[activator]	89*	-2%
COc1ccccc1C(=O)O/N=C(/c1ccncc1)c1ccc([N+](=O)[O-])cc1	-3	5.2µM*	-2%	u	-7	-15%
COc1ccccc1NC(=O)c1cccc(S(=O)(=O)N2CCOCC2)c1	-1	8%	1%	7%	-12	0%
CN1C(C(=O)NCc2ccco2)CC2Cn3c(nc4cc5ccccc5cc43)C21 (configuration not stated)	-5	2%	-7%	-3%	2	-29%
O=C(O)c1cc(-c2cccs2)nn1-c1cccc(Cl)c1	8	42%[activator]	12%	13%	10	-10%
N#Cc1c(-c2ccc(Cl)cc2)cc(-c2cccs2)nc1SCC(=O)O	-3	15%	0%	-1%[0.00184 µM]	-2	-4%
C=CCOc1ccc2ccccc2c1CNCCCN1CCOCC1	-2	u	-14%	u	-28	1%
Cc1occc1-c1nnc(SCC(=O)NC(C)(C)C)n1C(C)c1ccccc1 (configuration not stated)	6	57%[activator]	-1%	u	13	-10%
COc1ccc(NC(=O)CSc2nccn2C)c([N+](=O)[O-])c1	23*	2%	-1%	58%[activator]	60*	0%
COc1ccc(CSc2nnc(Cc3sc(-c4ccccc4)nc3-c3ccccc3)o2)cc1	-1	2.1µM*	1%	12µM*	27	-28%
COc1ccc(CN(C)C(=O)c2ccc(NS(=O)(=O)c3ccc4[nH]c(=O)[nH]c4c3)cc2)c(OC)c1	-2	u	x	7%	-9	4%
O=C(N/N=C/c1ccccc1OC(=O)N1CCOCC1)c1cccs1	35*	u	3%	14%	47	-7%
COc1ccc(C(CNC(=O)CSc2ccccc2C)N(C)C)cc1 (configuration not stated)	0	-21%	-12%	u	-6	-10%
COc1ccc(NC(=O)CSc2nnc(C3CCCCC3)n2-c2ccccc2)cc1	-2	40%[activator]	10%	u	-6	20%
CC1=C(C(=O)OCC2CCCCC2)C(c2cccc(O)c2)NC(=O)N1 (configuration not stated)	-1	-1%	-1%	22%	-8	-13%
